Screening data: PubChem, National Center for Advancing Translational Sciences (NCATS)
Tb PGK inh = inhibitors of T. brucei phosphoglycerate kinase. AID 602233. 380,000 tested, 0.043% active. PGK/GAPDH coupled, Kinase-Glo luminescence, 60 min. P07378. Potency, µM (series often up to 57.5 µM), for the others: at the highest dose activity change, negative = inhibition, usual class: inhibitors; further: potency means the concentration at half of the fitted maximal effect; on the % scale 0 is the no-effect control and ±100 the full control effect; nearly all actives have a fitted effect of over 60% in size
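Luminescent ATP detection (Kinase-Glo Plus) follows a 60-minute room-temperature incubation, with wells lacking PGK as controls. Buffer: 100 mM TEA (pH 7.6), 5 mM MgCl2, 0.01% Tween-20. Coupling enzyme GAPDH (100 nM final) supplies unstable 1,3-BPG in-well.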
RXFP1 antagonist = blocks the human relaxin receptor RXFP1 | HEK293-RXFP1, relaxin-stimulated cAMP HTRF, 30 min; hits give low values | 350,000 tested, 0.59% active | AID 1259400 | activity change, negative = inhibition, % at 57.5 µM;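 active means activity change of -60% or lower, but not beyond a set lower limit; inconclusive means change between -60% and -40%, or beyond the set limit; inactive means change above -40%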; further: on the % scale 0 is the no-effect control and ±100 the full control effect
Pol iota inh = blocks human DNA polymerase iota activity | 390,000 tested, 1% active | Pol iota fluorescent replication assay, 10 min | Potency, µM (titrated, usually from 115 µM), without a hit: top-dose activity, negative = inhibition, actives largely listed as inhibitors | AID 588590 | Q9UNA4; further: potency means the concentration at half of the fitted maximal effect
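Pol iota at 10 nM preincubated 15 min with compounds at room temperature; reaction started with fluorescent substrate, 50 nM final. Fluorescence read kinetically at 0 and 10 min; buffer-only wells as negative control.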
Apoferritin bind = binds horse apoferritin like a general anesthetic; P02791; apoferritin/1-aminoanthracene competitive binding, fluorescence; Potency, µM (highest dose often 77.5 µM), inactives show top-dose activity change, negative = displacement, most hits filed as inhibitors; 350,000 tested, 0.074% active; further: potency means the concentration at half of the fitted maximal effect; on the % scale 0 is the no-effect control and ±100 the full control effect; nearly all actives have a fitted effect of over 20% in size
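Read-out: endpoint 1-AMA fluorescence, excitation 380 nm and emission 535 nm, after compounds sit 10 min at room temperature with 10 uM horse-spleen apoferritin in 50% saturated 1-AMA/PBS. Values come from four-parameter Hill fits.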
POLH inh = DNA polymerase eta (human) inhibition. Q9Y253. recombinant Pol eta, fluorescent DNA replication assay. Potency, µM (top dose mostly 114 µM), for inactives: at the top dose activity change, negative = inhibition, usual class: inhibitors. 390,000 tested, 1.2% active. AID 588591; further: potency means the concentration at half of the fitted maximal effect; on the % scale 0 is the no-effect control and ±100 the full control effect
Target sequence (Q9Y253 whole entry, looked up): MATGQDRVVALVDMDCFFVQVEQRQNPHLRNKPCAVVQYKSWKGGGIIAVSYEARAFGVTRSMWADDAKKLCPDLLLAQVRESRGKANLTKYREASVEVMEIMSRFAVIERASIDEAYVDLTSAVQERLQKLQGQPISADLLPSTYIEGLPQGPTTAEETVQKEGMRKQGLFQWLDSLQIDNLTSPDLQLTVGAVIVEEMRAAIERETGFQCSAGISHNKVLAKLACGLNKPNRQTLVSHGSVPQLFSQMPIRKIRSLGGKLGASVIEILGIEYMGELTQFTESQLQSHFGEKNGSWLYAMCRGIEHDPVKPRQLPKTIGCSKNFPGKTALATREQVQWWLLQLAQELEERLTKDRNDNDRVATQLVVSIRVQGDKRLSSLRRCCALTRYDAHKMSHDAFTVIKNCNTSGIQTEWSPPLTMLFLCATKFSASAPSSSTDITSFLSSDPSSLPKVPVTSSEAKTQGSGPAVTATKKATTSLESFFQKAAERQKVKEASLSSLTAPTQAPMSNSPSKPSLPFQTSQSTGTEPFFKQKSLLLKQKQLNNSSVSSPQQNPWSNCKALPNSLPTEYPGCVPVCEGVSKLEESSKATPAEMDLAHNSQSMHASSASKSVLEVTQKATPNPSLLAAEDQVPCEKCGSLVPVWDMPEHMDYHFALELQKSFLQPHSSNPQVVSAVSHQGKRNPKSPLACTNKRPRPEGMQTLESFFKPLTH
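Pol eta (10 nM) was preincubated with compounds for 15 min at room temperature, after which fluorescent replication substrate (50 nM final) was added to start the reaction. Fluorescence was read kinetically at 0 and 10 min.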
Pol kappa inh = DNA polymerase kappa (human) inhibition. Q9UBT6. purified Pol kappa, fluorescent DNA synthesis assay, 10 min. Potency, µM (doses to about 107 µM), without a hit: at the highest dose activity, negative = inhibition, actives largely listed as inhibitors. 400,000 tested, 0.53% active; further: potency means the concentration at half of the fitted maximal effect; on the % scale 0 is the no-effect control and ±100 the full control effect
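50 nM final substrate added after 15 min RT preincubation of 10 nM Pol kappa with compound; fluorescence read at 0 and 10 min.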
APE1 inh = blocks human APE1 abasic DNA cleavage; P27695; 350,000 tested, 0.35% active; Potency, µM (top dose mostly 65.8 µM), for the others: top-dose activity change, negative = inhibition, hits mostly inhibitors; AID 2517; recombinant APE1, TAMRA/BHQ-2 abasic DNA cleavage fluorescence;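 further: potency means the concentration at half of the fitted maximal effect; plate controls were vehicle for no effect and reference inhibitor for full effect; nearly all actives have a fitted effect of over 55% in size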
Target sequence (P27695 whole entry, looked up): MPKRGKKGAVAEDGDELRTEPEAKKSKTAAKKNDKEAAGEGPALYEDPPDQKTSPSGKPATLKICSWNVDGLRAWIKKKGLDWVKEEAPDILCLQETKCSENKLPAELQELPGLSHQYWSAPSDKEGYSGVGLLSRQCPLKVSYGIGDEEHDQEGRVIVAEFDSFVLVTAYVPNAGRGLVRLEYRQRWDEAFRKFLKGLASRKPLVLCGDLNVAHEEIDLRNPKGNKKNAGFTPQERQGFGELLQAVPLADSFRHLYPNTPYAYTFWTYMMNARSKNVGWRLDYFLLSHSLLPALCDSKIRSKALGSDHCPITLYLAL
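APE1 at 0.75 nM final was preincubated with compound 15 min at room temperature, then 50 nM double-stranded THF abasic-site substrate (5'-TAMRA/3'-BHQ-2) was added. Fluorescence (ex 525/em 598 nm) was read kinetically; third-minus-first read gave activity.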
BLM helicase inh = Bloom syndrome helicase (human) inhibition; P54132; recombinant BLM DNA unwinding, fluorescence dequenching; Potency, µM (top dose mostly 56.1 µM), without a hit: top-dose activity change, negative = inhibition, hits mostly inhibitors; 350,000 tested, 0.2% active; AID 2528;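 further: potency means the concentration at half of the fitted maximal effect; plate controls were vehicle for no effect and no enzyme for full effect; nearly all actives have a fitted effect of over 35% in size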
POLB inh = blocks human DNA polymerase beta activity; Potency, µM (doses to about 114 µM), for inactives: top-dose activity change, negative = inhibition, hits mostly inhibitors; Pol beta primer extension/strand displacement, fluorescence kinetic; P06746; 340,000 tested, 1.3% active; further: potency means the concentration at half of the fitted maximal effect; on the % scale 0 is the no-effect control and ±100 the full control effect
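Pol beta (10 nM) and compounds were preincubated 15 min at room temperature, then 50 nM substrate (final) started primer extension/strand displacement. Reads were taken at 0 and 10 min; concentration-response data were fitted to a four-parameter Hill equation.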
Numbers without * were called inactive; i = inactive; ? = inconclusive; · = no result given; [ ] = remark or other dose. Unless noted, the call rests on the fitted dose curve; in most records, active means well fitted curve in the direction sought with a large enough effect; inconclusive means small, poorly fitted or top-dose-only effect, or another doubt; inactive means no such curve, though single readings can be large; an effect the other way counts as inactive or inconclusive. The list is partial, so the mix of outcomes need not match the whole.

The line under a structure holds: Tb PGK inh, RXFP1 antagonist, Pol iota inh, Apoferritin bind, POLH inh, Pol kappa inh, APE1 inh, BLM helicase inh, POLB inh
S=C(Nc1ccccc1)N1CCN(c2ccc(N3CCOCC3)nn2)CC1
 : -5%, -8, 39%[activator], 68%[activator], -5%, -11%, 5%, -4%, 6%
O=C(NC1CC1)c1cc2c(F)cccc2s1
 : 0%, ?, 49%[activator], -2%, 4%, -19%, 4%, -1%, 4%
COc1ccc(NC(=O)CS(=O)CC(=O)Nc2cc(Cl)ccc2OC)cc1 (stereo not given)
 : -5%, 24, -2%, -11%, 4%, -7%, -1%, -4%, 4%
O=C(CSc1ccc(-c2ccccn2)nn1)NCc1ccc(F)cc1
 : 4%, 4, 113%[activator], -6%, -13%, -4%, -1%, 2%, -25%
CCCc1n[nH]c2c1C(=O)CC(C)(C)C2
 : i, 4, 10%, -10%, -17%, -2%, -2%, -3%, 7%
O=C(C1CC(=O)N(C2CCCCC2)C1)N1CCN(c2cccc(C(F)(F)F)c2)CC1 (stereo not given)
 : 1%, -16, 27%, -22%, -30%, -9%, 5%, -6%, -24%
CCC1Sc2ccc(S(=O)(=O)CCC(=O)Nc3ccccc3Cl)cc2NC1=O (stereo not given)
 : 2%, 5, -14%, -4%, 1%, -3%, 9%, -2%, 7%
COc1ccc(C2=NC(c3ccccc3)CO2)cc1 (stereo not given)
 : ·, ·, ·, 7%, ·, ·, 23%, 2%, 19%
COC(=O)Cn1cc(/C=N/NC(=O)c2ccc(C#N)cc2F)c2ccccc21
 : i, 7, -13%, -20%, -19%, 0%, -2%, -2%, 17%
COc1ccc(CC(=O)Nc2cccc(-c3csc(C)n3)c2)cc1
 : -4%, 3, 3%, -22%, 0%, -19%, -3%, -1%, -6%
C=CCn1c(CCSCc2ccccc2)n[nH]c1=S
 : -9%, -8, 2%, -21%, -1%, 6%, 1%, -4%, 1%
O=C(NCc1ccc2c(c1)OCO2)c1cccc2c1C(=O)N(C1CCCCC1)C2
 : 3%, -9, -15%, -7%, -4%, -7%, -1%, 4%, -3%
C#CCOCCOCCOCCNc1nc(N2CCOCC2)nc(N2CCN(C(=O)[C@H](CCC(=O)O)n3cc(C(N)Cc4ccc(O)cc4)nn3)CC2)n1 (stereo not given in full)
 : -13%, ·, -10%, 3%, 7%, -3%, -3%, -3%, 8%
CCOC(=O)c1ccc(NC(=O)CCc2c(C)nc3c(c(C)nn3-c3ccccc3)c2C)cc1
 : i, -3, -13%, 0%, -7%, -10%, ·, -3%, 0%
CC1=NN(C(=O)c2ccc(Cl)cc2)C(O)(c2ccccc2)C1 (stereo not given)
 : -8%, -4, 7%, 8%, -18%, 13%, 5%, -1%, 34%
COc1ccc(CCNC(=O)CSCc2ccc(Cl)cc2)cc1OC
 : -10%, -7, 6%, -9%, -14%, -16%, 3%, -1%, 24%
Cc1ccc(N(CC(=O)Nc2ccccc2C(=O)N2CCOCC2)S(C)(=O)=O)cc1
 : 0%, 5, 9%, -3%, 6%, -9%, 10%, -1%, 0%
CN(C)S(=O)(=O)c1ccc(C(=O)NCCS(=O)(=O)N2CCN(c3ccccc3)CC2)cc1
 : -7%, -4, -1%, 7%, -3%, -4%[60.1 µM], ·, -1%, 22%
COc1cc(NC(=O)COC(=O)c2cnc(C)cn2)c(C)cc1[N+](=O)[O-]
 : ·, 3, 13%, -9%, -20%, 2%, -1%, 0%, 12%
CCN(CC(=O)NCc1ccc(Cl)cc1)C(=O)/C=C/c1cccs1
 : 1%, 2, 133%[activator], -13%, 10%, -16%, -6%, -5%, 22%
COc1ccc(NC(=O)CN(C)S(=O)(=O)c2ccc3nc(C)sc3c2)cc1
 : -1%, 1, 9%, 4%, -4%, -3%[60.1 µM], ·, 2%, -2%
CCCCCOc1ccc(C(=O)CCN2CCOCC2)cc1
 : 1%, -15, 154%[activator], ?, -26%, -8%, 25%, -10%, 7%
CCc1c(C(=O)NC2CCCC2)csc1C
 : -8%, 10, 66%[activator], -11%, -2%, -17%, 1%, -2%, 1%
Cc1cc(C)n2nc(CC(=O)NNC(=O)COc3ccccc3)nc2n1
 : 3%, 1, 68%[activator], -5%, -22%, -2%, 36%, -1%, -11%
COc1ccc2sc(N3C(=O)C4CC=C(C)CC4C3=O)nc2c1 (stereo not given)
 : ·, 0, ?, -22%, -3%, -27%, -10%, -1%, 5%
CC(C)NC(=O)Nc1ccc2c(c1)C(=O)N([C@H](C)CO)C[C@H](C)[C@@H](CN(C)C(=O)NC1CCCCC1)O2
 : -5%, ·, -25%, ·, 0%, 1%, 3%, ·, ·
Cc1cc(NC(=O)c2cc([N+](=O)[O-])ccc2Cl)no1
 : -4%, 5, 100%[activator], -8%, 8%, 2%, -3%, -7%, 1%
COc1ccc(CN2CCNC(=O)C2CC(=O)NC2CCCCC2)c(OC)c1 (stereo not given)
 : 10%, -23, 21%, -11%, -8%, 0%, 1%, 0%, 20%
CC1CCCN(C(=O)c2cn(-c3ccccc3)nc2-c2cccnc2)C1 (stereo not given)
 : 3%, -10, 25%, ·, -11%, -7%, -7%, ·, ·
CCN1CCN(C(c2cccc(Cl)c2)c2c(O)cc(C)n(CCOC)c2=O)CC1 (stereo not given)
 : i, -2, -10%, -3%, -12%, -1%[60.1 µM], ·, 0%, 34%[activator]
N#Cc1cccc(-c2nnc(SCc3ccccc3C#N)o2)c1
 : -4%, -2, 30%[activator], 5%, -5%, -8%, 2%, 0%, 3%
Cc1ccc(N2CCN(c3ccc(C)cc3)C2c2ccccn2)cc1
 : -5%, -20, 0%, -9%, 1%, -4%, 19%, -2%, 4%
CCN(Cc1ccc2c(c1)OCO2)C(=O)CSc1nc(C)nc2sc(C)c(C)c12
 : -7%, 6, 12%, ·, -16%, -9%, -8%, ·, ·
CCN(CC)C(=O)CSC(Nc1ccc(F)cc1)=C(C#N)C#N
 : 6%, -7, 57%[activator], 0%, -6%, -12%, -4%, -8%, 2%
O=C(O)C1CCC(C(=O)O)O1 (stereo not given)
 : 0%, -3, -7%, ·, -7%, -4%, ·, ·, ·
CC1=NN(c2ccccc2)C(=O)/C1=C\c1cc(C)n(C)c1C
 : -2%, -4, -14%[58.9 µM], -7%, 2%, -9%, 2%, -11%, 0%
Cc1ccc(-c2c(C(=O)N/N=C/c3c[nH]c4ccccc34)nnn2-c2nonc2N)cc1
 : i, -2, 0%, -8%, -15%, 6%, 9%, -11%, -27%
COC(=O)CN1C2(C#N)CCCCC2CC2CCCCC21C#N (stereo not given)
 : -6%, -11, 9%, 10%, -8%, 1%, 0%, 5%, 4%
CCCCN(CC)C(=O)C1CCCN(c2ncnc3onc(C)c23)C1 (stereo not given)
 : -7%, -15, 39%[activator], -2%, -23%, 3%, ·, 4%, -25%
O=C(Nc1nc(COc2ccccc2)cs1)C1CCC1
 : -2%, -24, 2%, 2%, -14%, -4%, 2%, -2%, 0%
CC(OC(=O)c1cccs1)C(=O)NCc1ccco1 (stereo not given)
 : 10%, 11, 11%, -7%, 9%, -9%, -3%, 0%, 21%
CCc1nc(CN(C)C(=O)C2CCC(=O)N(CCc3cccc(F)c3)C2)no1 (stereo not given)
 : -4%, 0, 2%, -3%, -24%, -20%, 12%, -2%, 3%
Cc1cccc(C)c1OCC(O)CNS(=O)(=O)c1ccccc1C(=O)N1CCOCC1 (stereo not given)
 : 0%, -4, 2%, -6%, -10%, -20%, 2%, 0%, 1%
O=C1CCC(=O)N1c1nc2nc(-c3ccccc3)cc(=O)n2[nH]1
 : 7%, -22, 2%, -5%, 4%, -6%, 1%, -2%, 1%
Cc1cc(NC(=O)CSc2ccc(-c3ccc(F)cc3)nn2)no1
 : -10%, -4, 16%, -9%, -15%, -8%, 5%, -3%, 0%
CCc1ccc2oc(C(=O)Nc3nc(-c4ccc(F)cc4)ns3)c(C)c2c1
 : -3%, 2, -4%, -14%, 7%, 7%, ·, -1%, 19%
Cc1ccc(S(=O)(=O)NCCc2nnc3ccc(SCc4ccccc4F)nn23)cc1
 : -1%, 3, 20%, -12%, -14%, 1%, ·, 0%, 9%
O=C(NC(=S)NNS(=O)(=O)c1ccccc1)c1ccccc1[N+](=O)[O-]
 : -8%, ?, -5%, -6%, -21%, -7%, 3%, 0%, -11%
Nc1ccc(C(=O)C(=O)c2ccccc2)cc1
 : 3%, 8, 18%, ·, -17%, -13%, ·, ·, ·
O=[N+]([O-])c1ccccc1COc1ccc(Cl)c2cccnc12
 : ·, 10, -1%, -10%, -18%, -2%, 17%, -2%, 7%
COc1ccc(NC(=O)COC(=O)c2ccc(-n3nc(C)cc3C)cc2)cc1OC
 : -8%, -2, 23%, ·, 2%, 12%, 14%, ·, ·
Cc1nnc(NC(=O)CSc2cn(Cc3ccccc3)c3ccccc23)s1
 : 0%, -8, -11%, -10%, -7%, -3%, -6%, 1%, 7%
O=C(COc1ncnc2ccccc12)Nc1cc(S(=O)(=O)N2CCOCC2)ccc1Cl
 : -10%, -5, 23%, -4%, -9%, 6%, -1%, -5%, -6%
COC(=O)CC1=C(C(=O)OC)C(c2ccncc2)C(C#N)=C(N)O1 (stereo not given)
 : 3%, -10, 4%, -7%, -11%, -4%, 5%, 1%, -2%
COc1ccccc1CCN=C(N)NS(=O)(=O)c1ccc(C)c(C)c1
 : 0%, 3, 26%, -3%, -18%, -17%, 9%, 0%, ?

3 entries from above, ordered by length of the SMILES, lowest first.
The line under a structure holds: Tb PGK inh, RXFP1 antagonist, Pol iota inh, Apoferritin bind, POLH inh, Pol kappa inh, APE1 inh, BLM helicase inh, POLB inh
Cc1cc(NC(=O)CSc2ccc(-c3ccc(F)cc3)nn2)no1
 : -10%, -4, 16%, -9%, -15%, -8%, 5%, -3%, 0%
Cc1nnc(NC(=O)CSc2cn(Cc3ccccc3)c3ccccc23)s1
 : 0%, -8, -11%, -10%, -7%, -3%, -6%, 1%, 7%
Cc1cccc(C)c1OCC(O)CNS(=O)(=O)c1ccccc1C(=O)N1CCOCC1 (stereo not given)
 : 0%, -4, 2%, -6%, -10%, -20%, 2%, 0%, 1%
